L3MBTL1 block = L3MBTL1 (human) inhibition. Q9Y468. AlphaScreen L3MBTL1–H3K9me1 peptide binding. Potency, µM (series often up to 57.1 µM), for the others: at the top dose activity, negative = inhibition, usual class: inhibitors. 230,000 compounds, 0.66% hits. AID 485360; also: nearly all actives have a fitted effect of over 60% in size
Target sequence (Q9Y468 whole entry, looked up): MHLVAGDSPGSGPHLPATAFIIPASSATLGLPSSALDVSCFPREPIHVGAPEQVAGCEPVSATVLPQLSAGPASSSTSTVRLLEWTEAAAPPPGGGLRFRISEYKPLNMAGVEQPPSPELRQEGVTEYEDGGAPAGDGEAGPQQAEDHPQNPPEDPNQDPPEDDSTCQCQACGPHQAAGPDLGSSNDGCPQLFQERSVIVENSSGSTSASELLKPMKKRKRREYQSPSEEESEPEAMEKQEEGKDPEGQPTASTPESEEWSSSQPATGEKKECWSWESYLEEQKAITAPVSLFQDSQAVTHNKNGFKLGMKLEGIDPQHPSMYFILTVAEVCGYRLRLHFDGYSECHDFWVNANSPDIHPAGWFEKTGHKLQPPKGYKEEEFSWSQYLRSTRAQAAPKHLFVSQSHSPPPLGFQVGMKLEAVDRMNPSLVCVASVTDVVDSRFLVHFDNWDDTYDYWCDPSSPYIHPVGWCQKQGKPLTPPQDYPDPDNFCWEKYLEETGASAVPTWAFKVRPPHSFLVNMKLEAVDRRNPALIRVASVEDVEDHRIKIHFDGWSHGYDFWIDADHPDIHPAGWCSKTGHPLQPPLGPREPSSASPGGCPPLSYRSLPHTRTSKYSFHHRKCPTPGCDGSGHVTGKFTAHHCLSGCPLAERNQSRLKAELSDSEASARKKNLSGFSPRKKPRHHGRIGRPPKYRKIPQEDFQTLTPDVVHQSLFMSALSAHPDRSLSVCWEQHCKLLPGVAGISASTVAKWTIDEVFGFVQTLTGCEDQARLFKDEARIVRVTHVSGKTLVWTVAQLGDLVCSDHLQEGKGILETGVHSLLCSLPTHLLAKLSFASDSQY
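AlphaScreen assay: L3MBTL1 (50 nM final) was preincubated 30 min at room temperature with biotinylated H3(1-15)K9me1 peptide (75 nM final), then 30 min with library compounds; streptavidin donor and nickel chelate acceptor beads (10 ug/mL final) added, 30 min dark.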
GAA spleen mod = inhibits or activates alpha-glucosidase in human spleen homogenate | P10253 | 240,000 compounds, 0.006% hits | AID 2112 | human spleen homogenate, 4-MU-alpha-glucoside fluorescence | Potency, µM (doses to about 79.9 µM), without a hit: at the top dose activity change, negative = inhibition, hits mostly inhibitors;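 also: 0% = enzyme with vehicle and -100% = no enzyme basal signal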
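AC50 values come from Hill-equation fits of concentration-response data, normalized to no-enzyme and full-activity controls. Enzyme source: 1 ug human spleen homogenate; 1 mM fluorogenic 4-MU glucoside, pH 5.0 citrate buffer, 37 C, 40 min.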
RECQ1 helicase = blocks DNA unwinding by human RECQ1 | Potency, µM (titrated, usually from 57.3 µM), for the others: top-dose activity, negative = inhibition, actives largely listed as inhibitors | P46063 | RECQ1 DNA unwinding, red fluorescence kinetic read | 240,000 compounds, 0.54% hits;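 also: plate controls were vehicle for no effect and no enzyme for full effect; nearly all actives have a fitted effect of over 30% in size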
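RECQ1T1 50 nM; forked duplex (20 bp + 30-nt ss tails) 200 nM, ATP 2 mM final; pH 8.0, 2 mM MgCl2, 2.5 ug/ml poly(dI-dC); 15 min compound preincubation; discontinuous kinetic read over 2 h at RT.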
RGS12 GoLoco inh = inhibitors of human Gai1-RGS12 GoLoco interaction (red fluorophore). Potency, µM (top dose mostly 61.6 µM), inactives show at the top dose activity, negative = inhibition, most hits filed as inhibitors. P63096. Gai1:RGS12 GoLoco peptide FP, rhodamine, 10 min. 230,000 compounds, 0.44% hits; active = well fitted inhibition curve with a large enough effect, not every such curve was filed as active; inactive = no such curve, though single readings can be large or run the other way; also: nearly all actives have a fitted effect of over 30% in size; many of its hits are not listed in these tables
TexasRed fluor = counter-screen for TRb-SRC2 inhibitors: fluorescence interference | TRb/SRC2 Texas Red total fluorescence interference | Potency, µM (series often up to 106 µM), inactives show top-dose fluorescence change, negative = quenching | 280,000 compounds, 0.29% hits; active = well fitted curve in either direction with a large enough effect; inconclusive = small, poorly fitted or top-dose-only effect
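Flags fluorescent or light-absorbing compounds by total fluorescence, S + 2P, at 555 nm excitation and 632 nm emission. Mixture: 20 nM Texas Red SRC2 peptide, 0.6 uM human TRb LBD, 1 uM T3, 5% DMSO; compound exposure 5 h at ambient temperature.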
GAA inhib = alpha-glucosidase (human) inhibition; Potency, µM (doses to about 76.9 µM), for the others: top-dose activity change, negative = inhibition, hits mostly inhibitors; 200,000 compounds, 0.005% hits; AID 1466; purified human GAA, 4-MU-alpha-glucoside fluorescence; P10253;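 also: plate controls were uninhibited enzyme wells for no effect and no-enzyme background for full effect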
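qHTS format, compound range up to 77 uM. Human lysosomal enzyme at 4 nM, 400 uM 4-MU glucoside substrate, pH 5.0, 20 min room temperature; fluorescence after alkaline stop gives activity normalized to controls.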
GAA glycogen mod = GAA glycogen-cleavage inhibition or activation; 300,000 compounds, 0.38% hits; Potency, µM (titrated, usually from 76.4 µM), inactives show at the top dose activity change, negative = inhibition, hits mostly inhibitors; AID 2100; recombinant GAA, glycogen substrate, Amplex Red glucose oxidase fluorescence;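 also: 0% = full enzyme reaction and -100% = no-enzyme basal signal; the screen sought inhibitors and activators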
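Recombinant enzyme (4 nM final) with compounds titrated up to 77 uM and bovine liver glycogen (30 ug) in citrate pH 5.0, 0.01% Tween-20, 37 C 40 min. Released glucose detected by Amplex Red/glucose oxidase (Ex 573/Em 610); AC50 from Hill fits.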
TRb-SRC2 inh = TRbeta-SRC2 interaction inhibition | Potency, µM (highest dose often 106 µM), without a hit: at the top dose activity change, negative = inhibition, most hits filed as inhibitors | 280,000 compounds, 0.065% hits | TRbeta-SRC2 peptide binding, fluorescence polarization; receptor liganded with 1 µM T3 | P10828;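 also: plate controls were bound peptide for no effect and peptide without receptor for full effect; nearly all actives have a fitted effect of over 50% in size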
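Fluorescence polarization of 20 nM Texas Red SRC2 peptide with 0.6 uM human TRb ligand-binding domain, in Tris buffer with 1uM T3 and 5% DMSO. Incubated 5 hr ambient; normalized to unbound and bound controls.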
* hit, by the source's call; i = inactive; ? = inconclusive; . = not tested or not shown; & = joins results of further samples; [ ] = dose if it differs, or a comment. Unless noted, calls follow the shape of the dose curve; as a rule, active = well fitted curve in the direction sought with a large enough effect; inconclusive = small, poorly fitted or top-dose-only effect, or another doubt; inactive = no such curve, though single readings can be large; an effect the other way counts as inactive or inconclusive. Unless noted, % is scaled to controls: 0 for no effect and ±100 for the full control effect; potency is read from the fitted curve at half-maximal effect. The list is partial, so the mix of outcomes need not match the whole.

SMILES	L3MBTL1 block	GAA spleen mod	RECQ1 helicase	RGS12 GoLoco inh	TexasRed fluor	GAA inhib	GAA glycogen mod	TRb-SRC2 inh
Cc1ccc(C(=O)CSc2n[nH]c(C)n2)cc1	3%	2%	i	-2%	-4%	0%	2%	-1%
O=C(N/N=C/c1c(-c2ccccc2)[nH]c2ccccc12)c1cccnc1	-5%[11.4 µM]	-6%	-5%	11%	-5%	-5%	1%	1%
O=C(NCc1n[nH]c(=S)n1-c1ccc(F)cc1)c1ccc(S(=O)(=O)N2CCOCC2)cc1	.	-4%	i	3%	-3%	-2%	-16%	-8%
COc1ccc(C(=O)C[n+]2cccc(C)c2)cc1	5%	-3%	-13%	2%	-1%	0%	8%	-4%
O=C(NCC(c1cccnc1)N1CCOCC1)c1cccc(Cl)c1 (stereo unspecified)	4%	-5%	-5%	8%	-5%	2%	-5%	2%
COc1ccc(CN2C(=O)c3oc4ccccc4c(=O)c3C2c2ccc(O)c(OC)c2)cc1 (stereo unspecified)	0%	5%	-3%	10%	-4%&-3%	.	-7%	8%&8%
CCOC(=O)c1c(CSc2ccsc2)n(C)c2cc(Br)c(O)c(CN(C)C)c12	0%	3%	-3%	6%	-1%	.	?	-1%
Fc1ccccc1Oc1nc(-c2ccncc2)nc2ccccc12	4%	-17%	-8%	-2%	-4%	-2%	4%	-1%
Nc1ccccc1C(=O)Nc1ccc(Cl)cc1Cl	22%	-16%	-6%	1%	-3%	-2%	-4%	5%
Cc1nc2ccc(NC(=O)NCc3ccco3)cc2s1	6%	0%	-1%	10%	1%	3%	4%	7%
O=C(NN1CCOCC1)c1cc(-c2ccc(Cl)c(Cl)c2)nc2ccccc12	4%	3%	-14%	11%	-2%	-3%	15%	1%
Cc1cc(CC(=O)O)n(C)c1C(=O)c1ccc(Cl)cc1	3%	-2%	-4%	-6%	3%	.	.	-6%
O=C(NCc1ccco1)C1CCN(S(=O)(=O)c2ccc(-n3cnnn3)cc2)CC1	-1%	-1%	-6%	6%	0%	?	-8%	6%
CCn1c(=O)n(CCc2ccccc2)c(=O)c2c3c(sc21)CCCC3	.	-11%	-16%	9%	-2%	-13%	-8%	-15%
Cc1cc(C)cc(N(CC(=O)Nc2ccccc2-c2ccccc2)S(=O)(=O)c2ccccc2)c1	?	1%	5%	-35%	0%	6%	-5%	5%
O=C(NCc1ccncc1)c1c(F)c(F)c(F)c(F)c1F	-5%[11.4 µM]	-4%	i	10%	0%	-6%	4%	-5%
COC(=O)c1cc2nc(-c3ccc(C)cc3)cc(C(F)(F)F)n2n1	-3%	-21%	10%	6%	-2%	11%	7%	7%
O=C(Nc1cccc(Cl)c1Cl)c1snnc1-c1ccccc1	1%	2%	5%	-11%	-5%	-5%	-1%	4%
COc1ccc(S(=O)(=O)N2CCC(NC(=O)OCc3c(Cl)cccc3Cl)CC2)cc1	0%	-4%	-12%	-3%	2%	-7%	-4%	-5%
COc1ccc(NC(=O)C(c2ccc(C)cc2)N(C)C(=O)CC2NC(=O)NC2=O)cc1 (stereo unspecified)	2%	-1%	-6%	5%	-3%	5%	-4%	9%
O=C(NCC(=O)N(Cc1ccccc1)C(C(=O)NCC1CCCO1)c1ccccc1)c1cccs1 (stereo unspecified)	1%	-8%	1%	3%	-5%	-3%	5%	5%
COC(=O)Cc1[nH]n(-c2ccccc2)c(=O)c1C=Nc1ccc(C)cc1	-11%	0%	-3%	1%	-2%	.	-2%	5%
Cn1c(SCc2ccccc2)nnc1-c1ccco1	0%	3%	-10%	6%	3%	-3%	-8%	1%
CCOC(=O)Cc1nnc2c(Nc3ccc(Cl)cc3)nc3nonc3n12	33%[activator][11.4 µM]	-10%	-3%	10%	0%	-13%	-5%	2%
Cn1c(=O)c2c(SCc3ccccc3)nc(-c3ccco3)nc2n(C)c1=O	-2%	5%	-13%	-1%	-2%	2%	11%	0%
COc1ccc(N=Cc2nc(-c3ccccc3)oc2OC(=O)c2ccccc2)cc1	11%	-8%	?	-4%	0%[53 µM]	4%	11%	1%[53 µM]
Cc1[nH]n(-c2cccc3ccccc23)c(=O)c1/C=N/c1sc2c(c1C#N)CCC2	?	4%	-4%	39%[activator]	-3%	-15%	20µM*	5%
Cc1cc(C)c(COc2ccc(/C=N/n3c(C)n[nH]c3=S)cc2)c(C)c1	-15%	-8%	-23%	9%	-2%	1%	-28%	2%
O=C(CSCc1ccccn1)Nc1ccccc1	14%	-28%	3%	-4%	-3%	-3%	3%	-4%
S=C(NCCCN1CCOCC1)Nc1cccc(Cl)c1	2%	-2%	i	6%	-1%	5%	17%	-3%
O=C1NC(=Nc2cccnc2)S/C1=C/c1ccc(F)cc1	.	3%	-10%	34%[activator]	-1%	.	3%	3%
O=C(Nc1ccc2ccccc2c1)c1cccnc1	-7%	-4%	-4%	24%	1%	-11%	7%	9%
COC(=O)c1cc(OC)c(OC)cc1NC(=O)C(C)Sc1ccc(C)cc1 (stereo unspecified)	?	-2%	-6%	5%	1%	-13%	-11%	10%
Nc1nnc(CSCc2cccc(Br)c2)s1	2%	0%	i	6%	0%	2%	-5%	7%
O=C(NNC(=S)NC(=O)C12CC3CC(CC(C3)C1)C2)c1ccncc1	7%	-5%	-7%	-4%	0%	-1%	-23%	-1%
COc1ccc2cnnc(SCC(=O)Nc3ccc(C(C)=O)cc3)c2c1OC	1%	1%	-8%	6%	-1%	-4%	14%	-12%
CCOC(=O)C1CCCN(C(=O)c2sc3nc(C)nc(N(CC)CC)c3c2C)C1 (stereo unspecified)	45%[activator]	1%	2%	4%	1%	-3%	-1%	-6%
CC1CCN(S(=O)(=O)c2ccc(S(=O)(=O)N3CCC4(CC3)OCCO4)cc2)CC1	-5%	-7%	i	4%	-3%	2%	11%	-9%
O=C(Cn1nc(-c2ccccc2)c2ccccc2c1=O)NN1CCOCC1	.	-4%	-13%	1%	-3%	.	0%	4%
Cc1ccc(CNC(=O)CCNC(=O)Cn2ccc3ccccc3c2=O)o1	-4%	-11%	?	-5%	0%	-5%	-8%	-6%
Nc1nc2c(s1)C(=O)CC(c1ccccc1)C2 (stereo unspecified)	.	-4%	-9%	7%	-9%	0%	5%	3%
CCOC(=O)Cn1nc(Cc2ccccc2)c2ccccc2c1=O	44%[activator]	-10%	-9%	-28%	-4%	-5%	-5%	-6%
Cc1nnc(Sc2c(N)n(C)c(=O)[nH]c2=O)s1	2%	3%	i	1%	2%	2%	-7%	1%
CN1CCCC1CCOC(C)(c1ccccc1)c1ccc(Cl)cc1 (stereo unspecified)	.	-7%	-4%	10%	0%	.	.	2%
COc1cc(/C=C/C(=O)NCc2nc3ccccc3[nH]2)cc(OC)c1OC	-2%	-14%	-7%	2%	-4%	-12%	-4%	6%

Compound profiles, as listed above. Values in the order: L3MBTL1 block, GAA spleen mod, RECQ1 helicase, RGS12 GoLoco inh, TexasRed fluor, GAA inhib, GAA glycogen mod, TRb-SRC2 inh
Results for `O=C(NNC(=S)NC(=O)C12CC3CC(CC(C3)C1)C2)c1ccncc1` = 7%, -5%, -7%, -4%, 0%, -1%, -23%, -1%
Results for `CCOC(=O)Cn1nc(Cc2ccccc2)c2ccccc2c1=O` = 44%[activator], -10%, -9%, -28%, -4%, -5%, -5%, -6%

In the list so far, these contain an NH in an aromatic ring.
SMILES	L3MBTL1 block	GAA spleen mod	RECQ1 helicase	RGS12 GoLoco inh	TexasRed fluor	GAA inhib	GAA glycogen mod	TRb-SRC2 inh
Cc1ccc(C(=O)CSc2n[nH]c(C)n2)cc1	3%	2%	i	-2%	-4%	0%	2%	-1%
O=C(N/N=C/c1c(-c2ccccc2)[nH]c2ccccc12)c1cccnc1	-5%[11.4 µM]	-6%	-5%	11%	-5%	-5%	1%	1%
O=C(NCc1n[nH]c(=S)n1-c1ccc(F)cc1)c1ccc(S(=O)(=O)N2CCOCC2)cc1	.	-4%	i	3%	-3%	-2%	-16%	-8%
COC(=O)Cc1[nH]n(-c2ccccc2)c(=O)c1C=Nc1ccc(C)cc1	-11%	0%	-3%	1%	-2%	.	-2%	5%
Cc1[nH]n(-c2cccc3ccccc23)c(=O)c1/C=N/c1sc2c(c1C#N)CCC2	?	4%	-4%	39%[activator]	-3%	-15%	20µM*	5%
Cc1cc(C)c(COc2ccc(/C=N/n3c(C)n[nH]c3=S)cc2)c(C)c1	-15%	-8%	-23%	9%	-2%	1%	-28%	2%
Cc1nnc(Sc2c(N)n(C)c(=O)[nH]c2=O)s1	2%	3%	i	1%	2%	2%	-7%	1%
COc1cc(/C=C/C(=O)NCc2nc3ccccc3[nH]2)cc(OC)c1OC	-2%	-14%	-7%	2%	-4%	-12%	-4%	6%
